Assay outcomes: PubChem BioAssay, Broad Institute
Cneo AK release: Cryptococcus neoformans lysis via adenylate kinase release. C. neoformans lysis, adenylate kinase release luminescence, 4 h; normalised: neutral wells 0, clomiphene wells 100. lysis activity, % at 15 µM. 360,000 compounds, 0.2% hits;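 active = mean lysis activity across replicates of at least 80%, whatever share of replicates individually reach that level; inactive = mean lysis activity below 80%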
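Test system: log-phase Cryptococcus neoformans yeast cells; Quantity: yeast cell density of 5 × 10^6 cells/mL; Buffer or medium: YPD; Doses: single compound concentration per well; Timing: 4 h at 37 °C static, read 1 h later; Measured by: AK luminescence; Read-out basis: lysis from increased AK signal; Control set: Clomiphene as positive control.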
miR-122 sensor: inhibitors of miR-122 in Huh7 cells. AID 602342. Huh7 miR-122 Renilla luciferase sensor, 48 h; neutral wells = 0, positive control = 100. 340,000 compounds, 0.3% hits. activation (reporter increase), % at 12.5 µM;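 active = mean replicate activation score at least 90 and every replicate individually at or above 90; inconclusive = only one of the two criteria met; inactive = neither criterion met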;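 note: higher luciferase means less miR-122 activity so hits act as miR-122 inhibitors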
PGC1a acetyl inh: modulators of PGC1a acetylation; U2OS PGC1a acetylation, AlphaScreen anti-acetyl-lysine; with virally co-expressed GCN5 acetyltransferase; inhibition, % at 15.6 µM; 350,000 compounds, 0.17% hits; AID 651687;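 active = every replicate shows inhibition of at least 40%; inconclusive = mean inhibition at least 40% but some replicate below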;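 note: 0% = neutral control wells and 100% = positive control wells; some results beyond the cut were filed as inactive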
ERAP1 inh: inhibitors of human ERAP1 aminopeptidase; Q9NZ08; inhibition, % at 10.7 µM; 340,000 compounds, 0.15% hits; recombinant ERAP1, Leu-AMC fluorescence, 60 min;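 active = mean replicate inhibition of at least 30%, or all replicates individually reaching that 30% level; inactive = mean below 30% and not every replicate reaching it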;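 note: 0% = neutral control wells and 100% = L-leucinethiol positive control wells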
PglD DTNB: blocks C. jejuni PglD acetyltransferase activity; inhibition, % at 12.5 µM; 360,000 compounds, 0.098% hits; AID 602405; purified PglD enzyme, DTNB colorimetric CoA detection; in the data active = inhibition above about 16%, passing the limit was not always enough; inconclusive = no clear call, values can overlap the other calls; note: strong numbers were not always called active
RAD52 inh: blocks human RAD52 DNA annealing; P43351; recombinant RAD52 DNA annealing, FRET fluorescence; inhibition, % at 18.7 µM; 360,000 compounds, 0.46% hits; AID 651710;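 active = every replicate showing at least 50% inhibition; inconclusive = mean inhibition at least 50% but not in every replicate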
Target sequence (P43351 whole entry, looked up): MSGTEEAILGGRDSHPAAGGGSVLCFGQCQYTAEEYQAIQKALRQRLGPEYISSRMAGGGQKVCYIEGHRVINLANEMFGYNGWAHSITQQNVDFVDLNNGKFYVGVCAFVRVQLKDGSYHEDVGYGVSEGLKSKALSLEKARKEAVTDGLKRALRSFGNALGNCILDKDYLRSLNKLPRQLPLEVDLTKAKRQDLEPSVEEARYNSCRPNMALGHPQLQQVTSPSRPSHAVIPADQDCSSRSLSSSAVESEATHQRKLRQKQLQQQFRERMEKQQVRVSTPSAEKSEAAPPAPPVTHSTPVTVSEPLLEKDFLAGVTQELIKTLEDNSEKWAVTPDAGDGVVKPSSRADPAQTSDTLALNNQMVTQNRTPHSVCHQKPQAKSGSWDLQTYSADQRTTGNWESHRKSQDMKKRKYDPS
RAD54 branch: blocks human RAD54 Holliday junction branch migration | Q92698 | FAM/BHQ fluorescence | inhibition, % at 10.4 µM | 360,000 compounds, 0.14% hits | AID 602329;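 active = mean normalized replicate activity at least 40 and at least half of replicates scoring 40 or more; inconclusive = only one of the two criteria met; inactive = mean below 40 and under half of replicates reaching 40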;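 note: 0% = median of neutral control wells and 100% = median of positive control wells; inhibitors cause a drop in the FAM fluorescence signal; in these data hits start at about 50%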
E-selectin induc: E-selectin induction on HUVECs; HUVEC E-selectin immunofluorescence imaging; normalized: neutral wells 0, TNF-alpha wells 100; activation, % at 7.58 µM; 260,000 compounds, 0.37% hits; AID 686992;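 active = mean E-selectin-positive cell signal at least 10% of the positive control, reached in at least 60% of replicates, without over 20% cell loss; inconclusive = no rule given, readout overlaps actives, possibly toxicity-flagged; inactive = the rest, including those meeting only one limit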;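 note: in these data hits start at about 27%; measured in HUVEC primary endothelial cells; signal is the percent of cells scored E-selectin positive by PE staining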
Target sequence (P16581 whole entry, looked up): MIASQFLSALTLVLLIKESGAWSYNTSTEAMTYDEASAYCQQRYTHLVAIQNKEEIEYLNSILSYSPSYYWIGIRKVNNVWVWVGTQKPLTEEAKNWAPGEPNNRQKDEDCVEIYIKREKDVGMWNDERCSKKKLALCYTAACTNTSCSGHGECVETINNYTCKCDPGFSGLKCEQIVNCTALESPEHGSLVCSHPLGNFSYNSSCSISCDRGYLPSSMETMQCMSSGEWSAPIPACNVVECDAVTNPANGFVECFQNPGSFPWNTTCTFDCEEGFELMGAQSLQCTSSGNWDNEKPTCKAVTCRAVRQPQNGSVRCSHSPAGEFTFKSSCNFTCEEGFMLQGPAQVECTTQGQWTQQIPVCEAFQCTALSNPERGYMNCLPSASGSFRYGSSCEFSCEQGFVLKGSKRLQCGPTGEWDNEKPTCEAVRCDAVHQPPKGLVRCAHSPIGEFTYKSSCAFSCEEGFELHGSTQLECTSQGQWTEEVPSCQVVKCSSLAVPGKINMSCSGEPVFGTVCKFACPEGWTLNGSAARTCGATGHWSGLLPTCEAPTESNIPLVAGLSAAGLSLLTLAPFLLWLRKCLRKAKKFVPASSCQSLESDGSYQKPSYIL
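Material: HUVEC primary endothelial cells; Amount: 3,000 cells per well; Dosing: single concentration; Medium: EGM-2 growth medium on 0.1% gelatin-coated wells; Read-out basis: percent E-selectin-positive cells; Signal: immunofluorescence imaging; Control set: TNF-alpha, DMSO.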
Numbers without * were called inactive; u = inconclusive; x = not tested or not shown; & = joins results of further samples; [ ] = remark or other dose.

Order of values – Cneo AK release, miR-122 sensor, PGC1a acetyl inh, ERAP1 inh, PglD DTNB, RAD52 inh, RAD54 branch, E-selectin induc
- O=C(NC12CC3CC(CC(C3)C1)C2)N(Cc1ccccc1)Cc1ccncc1
→ -2, 13, -5, -3, 5, 3, 7, 0.7
- CN1C(=O)C(C)(C)c2cc(S(=O)(=O)N3CCC(C(=O)NCc4ccc(F)cc4)CC3)ccc21
→ -1, -8, -13, 0, 2, -32, -8, 0.5
- COc1ccc(CNC(=O)COc2cc(O)c3c(c2)OC(C)(C)CC3=O)cc1
→ -6, -5, -5, -3, 2, -7, 3, x
- COc1ccc(NC(=O)N(C)C[C@@H]2Oc3ccc(N(C)C)cc3CC(=O)N([C@H](C)CO)C[C@@H]2C)cc1
→ 1, 1[16.7 µM], 2, 1, 10, 1, 5, -3.8
- Cc1ccc(S(=O)(=O)Oc2ccccc2/C=N/NC(=O)c2c(Cl)cnn2C)cc1
→ 0, 0, x, x, -1, x, -1, x
- CNC[C@@H]1Oc2ccc(N(C)C)cc2CC(=O)N([C@H](C)CO)C[C@H]1C
→ -2, 3[16.7 µM], 8, 3, 7, 2, -1, x
- COC(=O)c1c(SCC(=O)Nc2ccc(C)cc2)nc(=O)[nH]c1C
→ x, x, 1, -1, x, -55, x, -3.6
- CCCC#Cc1cnc2c(c1)C(=O)N([C@@H](C)CO)C[C@@H](C)[C@H](CN(C)CCC)O2
→ 1, -4[16.7 µM], -8, -3, -2, 4, -8, -0.1
- COc1ccc(C#Cc2ccc3c(c2)O[C@H](CN(C)C)[C@H](C)CN([C@H](C)CO)S3(=O)=O)cc1
→ 6, -2[16.7 µM], -33, 3, -2, 35, 11, -0.2
- COC(=O)c1ccc(N2C(=O)CC(NCc3ccccc3)C2=O)cc1 (configuration not stated)
→ -3, -5, 6, x, 2, x, -5, x
- CC(C)NC(=O)N(C)C[C@@H]1Oc2ccc(NC(=O)Cn3cnnn3)cc2CC(=O)N([C@H](C)CO)C[C@@H]1C
→ -2, -2[16.7 µM], -7, 0, 0, -16, -1, -11
- COc1c(C)cc(C(=O)C2CCCN(C(=O)c3cc(C)on3)C2)cc1C (configuration not stated)
→ -3, -7, 9, -6, -1, -7, -5, -0.2
- O=C(NCc1cc(F)cc(F)c1)[C@@H]1[C@@H](CO)[C@@H]2Cn3c(cccc3=O)[C@H]1N2C(=O)Cc1ccccn1
→ -3, -5[16.7 µM], x, 1, 0, -12, -1, -0.3
- C#CCOCCOCCOCCNc1nc(N2CCN(C(=O)Cn3cc(CCCN=C(N)N)nn3)CC2)nc(N2CCN(C(=O)[C@H]([C@@H](C)O)n3cc(CCCCN)nn3)CC2)n1
→ -3, -2, -19, -7, 4, 6, -52, 0.1
- COc1ccc(N2CCN(C(=S)Nc3ccccc3OC)CC2)cc1
→ -1, -7, -12, -1, -4, -4, -1, 0.2
- COC(=O)Nc1c(C)nn(Cc2ccccc2C)c1C
→ x, -10, -7, 5, x, -1, x, x
- O=C(CSc1ccc(Br)cc1)N1CCOCC1
→ -1, x, 1, -3, -4, -17, 1, 0.0
- Cc1cc(=O)[nH]c(N2CCOCC2)n1
→ x, -5, -7, -6, x, -6, x, x
- Cn1cc(C(=O)NCCc2ccccc2)c(=O)c2cc(S(=O)(=O)N3CCOCC3)ccc21
→ 1, 1, -2, -3, -4, -11, -5, -0.3
- N#CC1=C(N)Oc2n[nH]c(-c3cccs3)c2C1c1ccoc1 (configuration not stated)
→ 0, -5, 11, x, 3, x, 11, x
- C[C@H](CO)N1C[C@H](C)[C@@H](CN(C)Cc2ccccc2)Oc2ccc(NC(=O)C3CC3)cc2C1=O
→ -1, -7[16.7 µM], 27, -2, 0, -9, 6, x
- C[C@H](CO)N1C[C@H](C)[C@@H](CN(C)Cc2ccc(-c3ccccc3)cc2)Oc2ccc(NC(=O)Cn3cnnn3)cc2CC1=O
→ -2, -6[16.7 µM], -2, 0, -1, -33, -6, -0.2
- O=C(COc1ccccc1Cl)OCC(=O)N1CCN(S(=O)(=O)c2ccccc2)CC1
→ -3, -1, 2, x, 4, x, -10, x
- CCc1ccc(-c2nc(CSCC(=O)N3CCN(c4ccccn4)CC3)c(C)o2)cc1
→ 4, -16, x, x, 7, x, -1, x
- C[C@H](CO)N1C[C@H](C)[C@@H](CN(C)S(=O)(=O)c2cccs2)Oc2c(NC(=O)Nc3ccc4c(c3)OCO4)cccc2C1=O
→ -2&-1, 0[16.7 µM], -11&-6, -6&-8, 0&6, 23&-9, -2&-7, 2.1&0.0
- C[C@H](CO)N1C[C@H](C)[C@@H](CN(C)C(=O)Nc2cccc3ccccc23)OCCCC[C@H](C)Oc2ccc(NC(=O)C3CCCCC3)cc2C1=O
→ 0, -8[16.7 µM], -35, -3, -1, 3, 4, 0.6
- Cc1cccc(NC(=O)NN2CCN(C)CC2)c1C
→ -1, x, x, 4, -1, 3, -2, 1.1
- C[C@@H]1CN([C@H](C)CO)S(=O)(=O)c2ccc(-c3cncnc3)cc2O[C@@H]1CN(C)C
→ 1, 7[16.7 µM], 6, -1, -1, -2, 5, -0.1
- Oc1cc(-c2ccncc2)cc2cccnc12
→ 4, x, x, -6, 5, -19, 8, -0.4
- COC(=O)[C@@H]1[C@@H](CO)[C@@H]2Cn3c(ccc(-c4ccccc4)c3=O)[C@@H]2N1Cc1ccccc1F
→ -1, -2[16.7 µM], x, 0, -1, -24, -34, -0.1

Pulled one by one from the entries so far (five):
Order of values – Cneo AK release, miR-122 sensor, PGC1a acetyl inh, ERAP1 inh, PglD DTNB, RAD52 inh, RAD54 branch, E-selectin induc
- Cn1cc(C(=O)NCCc2ccccc2)c(=O)c2cc(S(=O)(=O)N3CCOCC3)ccc21
→ 1, 1, -2, -3, -4, -11, -5, -0.3
- COc1ccc(CNC(=O)COc2cc(O)c3c(c2)OC(C)(C)CC3=O)cc1
→ -6, -5, -5, -3, 2, -7, 3, x
- C[C@H](CO)N1C[C@H](C)[C@@H](CN(C)S(=O)(=O)c2cccs2)Oc2c(NC(=O)Nc3ccc4c(c3)OCO4)cccc2C1=O
→ -2&-1, 0[16.7 µM], -11&-6, -6&-8, 0&6, 23&-9, -2&-7, 2.1&0.0
- COC(=O)c1ccc(N2C(=O)CC(NCc3ccccc3)C2=O)cc1 (configuration not stated)
→ -3, -5, 6, x, 2, x, -5, x
- Cc1cccc(NC(=O)NN2CCN(C)CC2)c1C
→ -1, x, x, 4, -1, 3, -2, 1.1

The list goes on:
Order of values – Cneo AK release, miR-122 sensor, PGC1a acetyl inh, ERAP1 inh, PglD DTNB, RAD52 inh, RAD54 branch, E-selectin induc
- NS(=O)(=O)c1ccc(CNC(=O)Cc2ccccc2[N+](=O)[O-])cc1
→ -3, -3, 7, 2, 4, -8, -10, -0.1
- COc1ccc(CCNc2ccc(C(CC(N)=O)NC(=O)c3cc(C)cc(C)c3)cc2[N+](=O)[O-])cc1 (configuration not stated)
→ 1, 1, u, 1, 5, -3, 8, -0.1
- CO[C@H](CN(C)C(=O)c1cnccn1)[C@H](C)CN([C@H](C)CO)S(=O)(=O)c1ccc(Cl)cc1
→ -5, x, 4, 0, -1, -5, -18, -0.2
- CCOc1ccc(N2CC(=O)Nc3ccccc3NCC2=O)cc1
→ 1, x, 11, x, 3, x, -5, x
- COc1ccccc1C(=O)Nc1ccnn1C1CCN(C2CCCCC2)CC1
→ 1, -5, x, 1, 1, -20, -2, 0.0
- COc1ccc2c3c([nH]c2c1)[C@H](CO)N(Cc1nccs1)CC31CN(Cc2ccncc2)C1
→ x, x, -1, 0, x, -43, x, 0.0
- CC(C)OC(=O)c1cc2c(ccn2-c2ccc(F)cc2)n1CC(=O)N1CCN(C(=O)c2ccco2)CC1
→ 1, -5, -5, 2, 5, -10, 14, x
- CO[C@@H]1CN(C)C(=O)c2cc(NS(=O)(=O)c3ccccc3)ccc2OC[C@@H](C)N(Cc2nccs2)C[C@@H]1C
→ 0, x, -4, 0, -4, 5, -5, 0.5
- NC(=O)C1CCCN(S(=O)(=O)c2ccc(Br)cc2)C1 (configuration not stated)
→ 1, -4, -3, x, -1, x, -4, x
- CC(=O)Nc1cccc(C(=O)Nc2ccccc2C(=O)O)c1
→ -9, 0, 16, x, x, x, -1, x
- Cc1ccc(NC(=O)Cc2nnc(SCC(=O)NC3CCCC3)n2C)c(C)c1
→ 1, -14, -6, -2, 1, -14, -1, 0.2
- COc1ccc(/C(C)=N/NC(=O)CNC(=O)c2ccncc2)c(OC)c1
→ 0, -2, -1, -5, 0, -11, 3, x
- CSC(=Nc1ccccc1)C(C#N)c1nc2ccccc2[nH]1 (configuration not stated)
→ -2, 0, x, 1, 0, -19, -8, 0.0
- COc1cc(C(=O)OC(C)C(=O)N2CCc3ccccc3C2)ccc1OCC(=O)N1CCOCC1 (configuration not stated)
→ 1, -5, -10, x, -6, x, 8, x
- Cc1ccc(C(=O)N2CCc3ccccc32)cc1[N+](=O)[O-]
→ -2, 7, -27, -2, 6, -8, -7, x
- CC(=O)NC(Cc1cccc(C)c1)C(=O)NC1CCN(C(=O)NCc2ccccc2)CC1 (configuration not stated)
→ 7, x, x, -1, -2, -6, -5, 0.3
- CN(CC1CCCO1)S(=O)(=O)c1ccc(C(=O)Nc2ccc(F)cc2)cc1 (configuration not stated)
→ 9, x, x, -3, 5, -9, 16, 2.8
- O=C(NN=Cc1ccc(N2CCOCC2)cc1)c1cc2ccccc2cc1O
→ 1, x, x, -2, 5, -23, -4, -0.3
- CCN1C(=O)/C(=C/C=C2\C=CN(CC)c3ccccc32)SC1=S
→ -2, 2, -3, x, -4, x, -1, x
- CC1CCCN(C(=O)c2ccc(NS(=O)(=O)c3cccc([N+](=O)[O-])c3)cc2)C1 (configuration not stated)
→ x, 8, 1, -2, x, 8, x, x
- C[C@@H]1CCCCO[C@H](CN(C)Cc2ccncc2)[C@@H](C)CN([C@H](C)CO)C(=O)c2cc(NC(=O)c3ccncc3)ccc2O1
→ 0, -3[16.7 µM], -5, -1, 1, -11, 4, -0.1
- CN(C)S(=O)(=O)c1ccc(C(=O)OCCCN=C2NS(=O)(=O)c3ccccc32)cc1
→ 2, 6, -6, x, 0, -18, -7, x

Entries of single compounds, looked up by structure.
Shown for NS(=O)(=O)c1ccc(CNC(=O)Cc2ccccc2[N+](=O)[O-])cc1 : Cneo AK release: -3; miR-122 sensor: -3; PGC1a acetyl inh: 7; ERAP1 inh: 2; PglD DTNB: 4; RAD52 inh: -8; RAD54 branch: -10; E-selectin induc: -0.1
Shown for Cc1ccc(S(=O)(=O)Oc2ccccc2/C=N/NC(=O)c2c(Cl)cnn2C)cc1 : Cneo AK release: 0; miR-122 sensor: 0; PGC1a acetyl inh: x; ERAP1 inh: x; PglD DTNB: -1; RAD52 inh: x; RAD54 branch: -1; E-selectin induc: x
Shown for C[C@H](CO)N1C[C@H](C)[C@@H](CN(C)Cc2ccccc2)Oc2ccc(NC(=O)C3CC3)cc2C1=O : Cneo AK release: -1; miR-122 sensor: -7[16.7 µM]; PGC1a acetyl inh: 27; ERAP1 inh: -2; PglD DTNB: 0; RAD52 inh: -9; RAD54 branch: 6; E-selectin induc: x
